RORgamma inh – blocks mouse ROR gamma transcriptional activity; P51450; actives 5.4% (n = 310,000); Potency, µM (doses to about 53.6 µM), for the others: top-dose activity change, negative = inhibition, actives largely listed as inhibitors; Drosophila S2 Gal4-RORgamma UAS-luciferase reporter, 20 h; further: on the % scale 0 is the no-effect control and ±100 the full control effect; nearly all actives have a fitted effect of over 60% in size
Target sequence (P51450 whole entry, looked up, the tested form may be a part): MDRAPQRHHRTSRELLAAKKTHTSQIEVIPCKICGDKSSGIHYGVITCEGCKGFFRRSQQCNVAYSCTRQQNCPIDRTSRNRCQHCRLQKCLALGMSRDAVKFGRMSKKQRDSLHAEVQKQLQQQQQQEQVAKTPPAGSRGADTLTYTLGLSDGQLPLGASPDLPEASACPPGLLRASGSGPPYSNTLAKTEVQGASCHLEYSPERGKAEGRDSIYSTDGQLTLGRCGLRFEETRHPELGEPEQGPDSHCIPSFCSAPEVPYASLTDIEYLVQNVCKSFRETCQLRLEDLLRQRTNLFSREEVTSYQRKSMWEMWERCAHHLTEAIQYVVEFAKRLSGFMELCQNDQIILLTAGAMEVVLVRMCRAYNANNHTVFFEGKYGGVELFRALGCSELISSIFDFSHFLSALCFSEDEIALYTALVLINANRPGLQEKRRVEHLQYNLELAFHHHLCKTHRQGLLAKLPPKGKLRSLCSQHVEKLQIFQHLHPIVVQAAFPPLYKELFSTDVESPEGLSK
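Drosophila S2 cells stably expressing Gal4-DBD/mouse RORγ fusion under metallothionein promoter plus UAS-luciferase; compound 1 h, then 700 uM CuSO4 induction for 20 h at ambient temperature; inhibition read as reduced luminescence.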
Rab9 prom act – activates the Rab9 promoter; Potency, µM (doses to about 9.22 µM), without a hit: top-dose activation, negative = inhibition, hits mostly activators; actives 2.8% (n = 320,000); Huh7 Rab9 promoter-luciferase reporter, luminescence, 24 h; further: % of control where 0% means no effect; nearly all actives have a fitted effect of over 60% in size
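Rab9 promoter-driven luciferase in stably transfected Huh7 cells; 1500 cells/well rested 2 h, exposed to compound in DMSO for 24 h at 37 °C, 5% CO2. Luminescence read 10 min after adding luciferase reagent at ambient temperature.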
BRCA1 expr up – activators of BRCA1 expression. MCF7-BRCA1-FFLuc reporter, luminescence, 48 h; response scale: scaled: vehicle 0%, 10 µM genistein 100%. Potency, µM (series often up to 46.1 µM), for the others: at the top dose activation, most hits filed as activators. actives 1.1% (n = 380,000). AID 624202; further: nearly all actives have a fitted effect of over 80% in size; some results filed as inactive show a strong effect at the top dose
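First, MCF7-BRCA1-FFLuc cells (2000/well) attach for 2 h; next, compounds are pin-added and incubated 48 h at 37 °C; finally, luciferase reagent is added and luminescence read after 15 min.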
NPC1 promoter act – NPC1 promoter activation | AID 485313 | Huh7 NPC1 promoter luciferase reporter, 24 h | Potency, µM (titrated, usually from 9.22 µM), for the others: at the top dose activation, most hits filed as activators | actives 2.4% (n = 320,000);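 further: % of control where 0% means no effect; nearly all actives have a fitted effect of over 60% in size; reporter is driven by a mutant NPC1 promoter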
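Quantitative HTS used a cell-based reporter: Huh7 cells stably bearing the NPC1 promoter upstream of luciferase were treated with compounds for 24 h, and promoter activation was read as luminescence.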
MBNL1-CUG inh – blocks human MBNL1 binding to CUG repeat RNA; Q9NR56; TR-FRET MBNL1-His/biotin-(CUG)12 binding, 665/545 ratio; Potency, µM (top dose mostly 57.5 µM), without a hit: at the top dose activity change, negative = inhibition, most hits filed as inhibitors; actives 0.036% (n = 280,000); AID 2675; active means well fitted inhibition curve with a large enough effect in the signal ratio, with a control signal flat, not every such curve was filed as active; inconclusive means small, poorly fitted or top-dose-only effect, or effect the other way, or a change in a side signal; inactive means no such curve, though single readings can be large or run the other way; the % refers to the signal ratio; further: on the % scale 0 is the no-effect control and ±100 the full control effect
Target sequence (Q9NR56 whole entry, looked up): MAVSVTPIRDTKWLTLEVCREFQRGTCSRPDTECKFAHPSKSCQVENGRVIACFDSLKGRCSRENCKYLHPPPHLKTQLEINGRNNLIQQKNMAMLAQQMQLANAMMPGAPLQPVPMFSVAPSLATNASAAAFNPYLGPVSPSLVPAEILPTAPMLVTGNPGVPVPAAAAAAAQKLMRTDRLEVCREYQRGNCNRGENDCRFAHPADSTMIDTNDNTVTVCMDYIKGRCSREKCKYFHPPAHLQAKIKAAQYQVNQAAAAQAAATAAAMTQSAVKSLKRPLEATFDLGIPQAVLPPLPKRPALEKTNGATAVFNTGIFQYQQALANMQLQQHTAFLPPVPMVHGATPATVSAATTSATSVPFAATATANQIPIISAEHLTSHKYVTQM
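His-tagged MBNL1 binding to biotinylated (CUG)12 RNA was measured by TR-FRET using terbium anti-His antibody (0.055 ng/ul final) and streptavidin-XL665 (5 nM final). Compounds were titrated 92 nM to 58 uM; 60 min at room temperature.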
p53 reactivation – restores transcriptional activity of mutant p53 | H1299 p53-A138V BP100-luciferase reporter, luminescence, 24 h | Potency, µM (highest dose often 92.2 µM), for the others: at the highest dose activity change, positive = activation, hits mostly activators | actives 0.063% (n = 320,000); further: % of control where 0% means no effect; nearly all actives have a fitted effect of over 45% in size
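H1299 (p53-null), stable ts p53-A138V + BP100-Luc; 1000 cells/well, Opti-MEM/10% FBS; cpd 4 pt, 1:5; 24 h, 37 deg C, 5% CO2; detection reagent 10 min RT; luminescence.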
MLL CXXC-DNA inh – MLL CXXC-DNA interaction inhibition; Q03164; MLL-CXXC / FITC-HOXA9 DNA fluorescence polarization; Potency, µM (highest dose often 115 µM), inactives show top-dose activity change, negative = inhibition, actives largely listed as inhibitors; actives 0.037% (n = 290,000); AID 2662; active means well fitted inhibition curve with a large enough effect in the polarisation, with a control signal flat, not every such curve was filed as active; inconclusive means small, poorly fitted or top-dose-only effect, or effect the other way, or a change in a side signal; inactive means no such curve, though single readings can be large or run the other way; the % refers to the polarisation
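Fluorescence polarization: 7 uM MLL-CXXC (stock) preincubated 5 min with compounds, then 50 nM fluorescein-HOX-A9 DNA (stock) added; 30 min ambient. Buffer 50 mM Tris-HCl pH 7.5, 50 mM NaCl, 1 mM DTT, 0.05% BSA.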
Gal4-VP16 FLuc – Gal4-VP16 reporter inhibition counter-screen; Drosophila S2 Gal4-VP16 UAS-luciferase, luminescence, 20 h; Potency, µM (top dose mostly 53.6 µM), without a hit: top-dose activity, negative = inhibition, most hits filed as inhibitors; actives 3.5% (n = 310,000); AID 2546;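 further: Gal4-VP16 expression switched on by copper sulfate through the metallothionein promoter; on the % scale 0 is the no-effect control and ±100 the full control effect; nearly all actives have a fitted effect of over 50% in size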
uPA surface inh – inhibitors of cell surface uPA generation. AID 540303. Potency, µM (doses to about 38.3 µM), without a hit: at the top dose activity change, negative = inhibition, usual class: inhibitors. actives 0.31% (n = 330,000). cell surface uPA generation assay, qHTS; active means well fitted inhibition curve with a large enough effect; inconclusive means small, poorly fitted or top-dose-only effect; inactive means no such curve, though single readings can be large or run the other way; tested in mouse RAW 264.7 cells; further: on the % scale 0 is the no-effect control and ±100 the full control effect; nearly all actives have a fitted effect of over 55% in size
FLuc modulator – firefly luciferase modulation, counter-screen for miR-21 project; P08659; purified FLuc, Km substrates, luminescence inhibition; Potency, µM (doses to about 57.5 µM), for inactives: at the highest dose activity change, negative = inhibition, most hits filed as inhibitors; actives 6.9% (n = 360,000); AID 588342;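 further: plate controls were vehicle for no effect and reference inhibitor for full effect; nearly all actives have a fitted effect of over 55% in size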
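Biochemical qHTS of compounds, final roughly 60 µM downward over six points, against 10 nM purified firefly luciferase using Km concentrations of substrates (10 uM D-luciferin, 10 uM ATP) in Tris acetate pH 7.5 buffer; luminescence output.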
ELG1 genotoxic – genotoxicity induction in ELG1-luciferase HEK293T cells; actives 1.3% (n = 330,000); Potency, µM (top dose mostly 46 µM), for the others: at the top dose activity change, positive = activation, hits mostly activators; HEK293T ELG1-luciferase reporter, luminescence, 16 h; AID 504466; further: % of control where 0% means no effect; nearly all actives have a fitted effect of over 60% in size
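After overnight (16 hr) compound treatment at 37 °C, ELG1-luciferase HEK293T cells were lysed with ONE-Glo; luminescence quantified 30 min later at room temperature.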
Numbers without * were called inactive; ? = inconclusive; . = not tested or not shown; & = joins results of further samples; [ ] = dose if it differs, or a comment. Unless noted, the call rests on the fitted dose curve; in most records, active means well fitted curve in the direction sought with a large enough effect; inconclusive means small, poorly fitted or top-dose-only effect, or another doubt; inactive means no such curve, though single readings can be large; an effect the other way counts as inactive or inconclusive. Potency means the concentration at half of the fitted maximal effect.

SMILES | RORgamma inh | Rab9 prom act | BRCA1 expr up | NPC1 promoter act | MBNL1-CUG inh | p53 reactivation | MLL CXXC-DNA inh | Gal4-VP16 FLuc | uPA surface inh | FLuc modulator | ELG1 genotoxic
Nc1nnc(SCC(=O)Nc2ccccc2)s1 | 32% | 3% | 26% | -4% | . | 1% | 6% | 0% | -1% | -5%&-6% | 4%
CCCCN1C(=O)c2ccc(C(=O)NCCN3C(=O)S/C(=C\c4cccnc4)C3=O)cc2C1=O | ? | -3% | -15% | -3% | 11% | 20% | 0% | -7% | -1% | -3% | -1%
COc1ccc(/C=C2\SC(=O)N(CCc3nnc(N)s3)C2=O)cc1 | -15% | 1µM* | 8% | 2.5µM* | ? | . | 39%[activator] | -20% | -2% | 1.9µM* | ?
COC(=O)Cn1c(=O)c2c(nc(Br)n2CC(=O)OC)n(C)c1=O | -44% | -2% | 3% | -3% | -7% | 12% | -4% | 6% | . | -1% | -1%
O=C(COc1ccc(Br)cc1)NNC(=S)NC(=O)c1ccccc1[N+](=O)[O-] | ? | -10% | -17% | -4% | . | -1% | 17% | ? | -6% | 6% | -2%
CC(C)Cn1c(N2CCN(CC(=O)Nc3ccc(Cl)cc3)CC2)nc2ccccc21 | 39% | -13% | -10% | -3% | -8% | 0% | 8% | -6% | 3% | 1% | 0%
c1ccc(Cc2cc[n+](Cc3ccccc3)cc2)cc1 | 28% | -19% | -15% | -2% | ? | -2% | 8% | 3% | 0% | 0% | -8%
O=C(NCc1cc([N+](=O)[O-])ccc1O)c1cccnc1Sc1ccccc1Cl | 3.5µM* | -5% | 8% | -5% | ? | -6% | -1% | 2.8µM* | -13% | 15µM* | -8%
CCN(C(=O)CSc1nc2ccccc2o1)c1c(N)n(Cc2ccccc2)c(=O)[nH]c1=O | . | -4% | 13% | -3% | . | -5% | . | . | 0% | -2% | -2%
CCCCCCCc1c(C)nc(N2CCOCC2)[nH]c1=O | -8% | 10% | -31% | 0% | -4% | 0% | ? | 9% | . | 0% | -3%
Cc1cccc(-c2noc(-c3ccoc3C)n2)c1 | -31% | 0.71µM* | -7% | 0.35µM* | -1% | 8% | 32% | -15% | -4% | 4.8µM* | ?
COc1ccc(Cc2nnc(-c3ccccc3)o2)cc1 | 38% | ? | 13µM* | 17% | -1% | 6% | 12% | -24%[10 µM] | -1% | ? | .
CC(Oc1ccc(/C=N/NC(=O)Cc2cccc3ccccc23)cc1)C(=O)O (stereo not drawn) | -25% | 0% | 1% | -7% | 16% | 2% | -4% | -1% | 16% | -13% | -2%
CC1(C)Cc2cccc(OCC(=O)N3CCN(c4ccccc4F)CC3)c2O1 | . | 0% | -22% | -1% | . | -5% | . | . | 3% | 0% | -7%
O=C(Cn1cnc2ccc(Br)cc2c1=O)c1cccs1 | 24% | 9% | 7% | 1% | -3% | 0% | 2% | 4% | 5% | -5% | 6%
CN(CCc1ccccn1)C(=O)Nc1ccc(F)cc1 | 28% | 6% | 15% | 0% | -5% | 8% | 1% | 10% | -2% | -8% | 1%
C=CCn1c(SCc2ccc(Br)cc2F)nc2cc(C(=O)O)ccc2c1=O | 25% | 1% | -7% | 2% | 2% | 7% | -1% | -7% | -2% | 1% | 27%
CN(C)CCNC(=O)C1CCCNC1=O (stereo not drawn) | 32% | 10% | 4% | -4% | -7% | -6% | 2% | -1% | -3% | 0% | 0%
COc1ccccc1NC1=NCC(=O)N1Cc1ccccc1 | -2% | -2% | 21% | -2% | 0% | 0% | 6% | -5% | 5% | 0% | 1%
O=C(CCS(=O)(=O)c1cccs1)N1CCN(c2ccc(F)cc2)CC1 | 44% | ? | 56% | 28% | -3% | -1% | -5% | -1% | -1% | ? | 11%
COc1ccc(C)cc1NC(=O)C(c1ccccc1)N1CCN(CC(=O)N2CCOCC2)CC1 (stereo not drawn) | . | -6% | -4% | -3% | . | 2% | . | . | 6% | 3% | 0%
Cc1cc(C)c(S(=O)(=O)Cc2ccccc2)c(=O)[nH]1 | 0% | 12% | 31% | -6% | -12% | 2% | 0% | -3% | -2% | -1% | 5%
O=C(Nc1cccnc1)C1=NN(C2CCS(=O)(=O)C2)C(=O)CC1 (stereo not drawn) | -7% | 0% | 5% | -3% | -2% | -1% | -1% | -13% | 9% | -1% | -11%
CC(=O)c1ccc(-n2c(SCC(=O)c3c[nH]c4ccccc34)nc3ccccc3c2=O)cc1 | 1.4µM* | 0% | 20% | 0% | ? | -6% | -5% | -18% | 10% | 3% | -4%
CCOC(=O)C1CCN(C(=O)c2ccccc2N(C)S(C)(=O)=O)CC1 | -6% | 1% | 2% | 1% | 0% | 1% | -8% | -15% | . | -1% | -1%
Other structures:
SMILES | RORgamma inh | Rab9 prom act | BRCA1 expr up | NPC1 promoter act | MBNL1-CUG inh | p53 reactivation | MLL CXXC-DNA inh | Gal4-VP16 FLuc | uPA surface inh | FLuc modulator | ELG1 genotoxic
COC(=O)c1cc(-c2ccc(OC)c(OC)c2)n[nH]1 | 20% | 14% | 4% | -2% | -5% | 1% | 15% | -3% | -6% | -16% | 17%
CCN(CC(=O)NCc1ccc(F)cc1)C(=O)/C=C/c1ccco1 | 4% | -4% | -7% | -3% | 0% | 4% | -6% | -11%[10 µM] | 7% | -1% | ?
COc1ccc(CC(=O)N/N=C/c2cc(Br)cs2)cc1OC | ? | -6% | -3% | 0% | ? | . | -1% | -22% | 15% | 3% | -11%
O=C(NC1CC1)C1=C[C@@H](C2CCCCC2)C[C@@H](OCc2ccc(CO)cc2)O1 | -35% | 2% | 0% | -4% | 3% | 0% | -16% | ? | -16% | ? | -1%
Cc1ccc(Nc2nc(N3CCOCC3)nc(N3CCOCC3)n2)cc1C | -13% | -6% | -35% | -5% | 5% | -14% | 5% | 0% | 7% | 4% | -1%
OC1(c2ccc(F)cc2)CCN(Cc2cccnc2)CC1 | 5%[1.91 µM] | -4% | -7% | 0% | 0% | . | 9% | 4% | 2% | -1% | -2%
CCN(c1ccccc1C(=O)O)S(=O)(=O)c1ccc2[nH]c(=O)[nH]c2c1 | 5% | -5% | -6% | -3% | 1% | 4% | 44%[activator] | -4% | 2% | 4% | 0%
COc1ccc(C(=O)C[n+]2ccc(-c3nnc4n3CCCCC4)cc2)cc1 | 0% | -6% | 10% | 3% | ? | 0% | -4% | -1% | 0% | -4% | -2%
CC(C(=O)Nc1cccc(S(=O)(=O)N2CCOCC2)c1)N1CCN(C/C=C/c2ccccc2)CC1 (stereo not drawn) | 16% | -3% | -42% | -5% | -1% | 6% | 8% | -8% | -6% | 3% | -13%
CN(C)c1ccc(/C=N/NC(=O)c2ccccn2)cc1 | -44% | 0.13µM* | -35% | 0.5µM* | ? | -3% | 8% | ? | ? | 1.7µM* | 1.2µM*
CCOCCCNC(=O)c1ccc(N2CCOCC2)c(NS(=O)(=O)c2ccc(OC)cc2)c1 | 28% | 0% | -22% | -2% | -11% | -2% | 3% | -5% | -1% | -1% | -10%
O=C(Cc1cccs1)NNC(=S)NC(=O)c1ccc(F)c(F)c1 | 6.3µM* | -6% | -1% | -2% | . | 12% | 15% | 5.6µM* | 0% | 0% | -2%
N#C/C(C(=O)N1CCOCC1)=C1\Nc2ccccc2S1 | ? | 9% | ? | 17% | 12% | ? | 4% | -8% | 1% | 17µM* | ?
COc1c2c(nc3occc13)C(CCC(C)(C)O)(OC)C(O)CC2 (stereo not drawn) | 21% | -8% | 40% | -4% | -19% | -9% | -3% | -15% | -2% | -1% | 0%
N=C1S/C(=C\c2ccc(-c3ccccc3C(=O)O)o2)C(=O)N1c1ccc2c(c1)OCO2 | -1% | -11% | -10% | -4% | ? | 3% | 9% | -8% | -2% | 9.5µM* | 0%
CSc1nc2ccc(NS(=O)(=O)c3ccccc3F)cc2s1 | 18% | 6% | 23% | 2% | 1% | 12% | 6% | 23% | -7% | ? | 3%
CCN1CCN(C(=O)/C=C/c2c(F)cccc2Cl)CC1 | -3% | -3% | 76% | -2% | 30% | -3% | -12% | 3% | 2% | 0% | 4%
CC(=O)N1CCc2c(sc(NC(=O)C3COc4ccccc4O3)c2C(N)=O)C1 (stereo not drawn) | -16% | 11% | -1% | 10% | 0% | -10% | 3% | -4% | 1% | -18% | 20%
O=C1OCCC1Sc1nnc(-c2ccccc2)o1 (stereo not drawn) | -19% | 3% | -4% | -2% | 0% | -4% | -4% | 9% | -1% | ? | -2%

Only part of the results is shown, so the mix of outcomes need not match the whole.
